# Cneo AK release = causes C. neoformans cell lysis | adenylate kinase release luminescence, 4 h; normalised: neutral wells 0, clomiphene wells 100 | lysis activity, % at 15 µM | hit rate 0.2% among 360,000 | AID 651654;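 active means mean lysis activity across replicates of at least 80%, whatever share of replicates individually reach that level; inactive means mean lysis activity below 80%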
#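 Assay system: Cryptococcus neoformans yeast cells / Dosing: single-point compound dose / Timing: 4 h at 37 °C static, read 1 h later / Measured by: luminescence of released adenylate kinase using an AK detection reagent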
# FN deposit inh = fibronectin deposition inhibition. AH1F fibroblasts, Alexa488-fibronectin deposition fluorescence, overnight. inhibition, % at 12.6 µM. hit rate 0.086% among 350,000. AID 743247;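 active means mean inhibition across replicates of 30% or more, regardless of how many single replicates reach that level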;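 further: positive control wells lacked labelled fibronectin entirely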
#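 Measured by – fluorescence 485/525 nm · System – AH1F fibroblast monolayer, labelled fibronectin deposition · Amount – 10000 cells per well · Buffer or medium – serum-reduced DMEM (2% serum) · Doses – single dose, pinned · Also added – fluorescent fibronectin at 24 nM final · Schedule – 1 h cell attachment, overnight exposure to compound and label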
# LGR2 antag = inhibitors of bursicon-induced Drosophila LGR2 receptor cAMP signaling | hit rate 0.35% among 380,000 | AID 720647 | inhibition, % at 9.99 µM | HEK293 LGR2, CRE-luciferase, bursicon-stimulated, 4 h;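 active means drop in luminescence signal, shown as inhibition above about 50% in the replicate tests, limit read from the data, passing the limit was not always enough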;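 further: agonist challenge used bursicon conditioned medium at about half maximal strength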
# EWS-Fli block = EWS/Fli transcriptional activity inhibition; A673 NR0B1-luciferase reporter, viability-normalised; inhibition, % at 12.6 µM; hit rate 0.67% among 350,000;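 active means mean inhibition of at least 50% after viability correction, with every replicate also passing that limit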;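 further: firefly luciferase signal divided by Alamar Blue viability fluorescence both relative to DMSO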
# PAX8 reporter = PAX8 transcriptional activity inhibition. AID 652154. hit rate 1.2% among 360,000. RMG-I TPO-luciferase reporter, SteadyGlo, 24 h. inhibition, % at 12.6 µM;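 active means mean replicate inhibition at least 60% with every replicate also reaching 60%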;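 further: luciferase light reporting Pax8 driven TPO promoter activity; plate controls were median of neutral control wells for no effect and mitoxantrone controls for full effect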
# Casp6 inh = blocks human caspase-6 cleavage activity. purified caspase-6, Z-VEID-R110 cleavage fluorescence. inhibition, % at 12.5 µM. hit rate 0.53% among 350,000. AID 686996;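 active means mean inhibition across replicates at least about 35%, with every replicate also reaching that limit, limit read from the data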;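 further: 0% = median of neutral control wells and 100% = no fluorescence left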
# Target sequence (P55212 24-179 limits assumed): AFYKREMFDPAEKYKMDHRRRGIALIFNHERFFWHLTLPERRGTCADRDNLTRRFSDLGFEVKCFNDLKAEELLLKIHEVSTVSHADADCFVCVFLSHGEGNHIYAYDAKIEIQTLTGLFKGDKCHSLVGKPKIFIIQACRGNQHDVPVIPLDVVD
# Target sequence (P55212 194-293 limits assumed): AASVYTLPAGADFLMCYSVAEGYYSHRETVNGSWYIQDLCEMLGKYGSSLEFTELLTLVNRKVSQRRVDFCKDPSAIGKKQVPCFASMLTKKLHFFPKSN
# PGC1a acetyl inh = modulators of PGC1a acetylation | inhibition, % at 15.6 µM | hit rate 0.17% among 350,000 | U2OS PGC1a acetylation, AlphaScreen anti-acetyl-lysine; with virally co-expressed GCN5 acetyltransferase;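 active means every replicate shows inhibition of at least 40%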;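 further: 0% = neutral control wells and 100% = positive control wells; some results beyond the cut were filed as inactive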
# * hit, by the source's call; / = no result given; & = joins results of further samples. Not all compounds are listed; rates above refer to the full screens.
1. COc1ccc(S(=O)(=O)Nc2cccc3c2O[C@@H](CN(C)S(=O)(=O)c2ccc(OC)cc2)[C@H](C)CN([C@H](C)CO)C3=O)cc1
2. CNC[C@@H]1OCCCC[C@@H](C)Oc2ccc(N(C)C)cc2C(=O)N([C@@H](C)CO)C[C@H]1C
3. COc1ccc(S(=O)(=O)Nc2cccc3c2O[C@H](CN(C)S(=O)(=O)c2ccc(OC)cc2)[C@@H](C)CN([C@@H](C)CO)C3=O)cc1
4. Cc1cccc(Nc2nc(NCc3ccco3)c3ccccc3n2)c1
5. COc1cccc(/C=N/Nc2ncnc(Cl)c2N)c1O
6. CCN=C1NN=C(c2cc(C)n(Cc3ccco3)c2C)CS1
7. Cc1cc(N/N=C/c2ccc(Cl)cc2Cl)nc(NCc2ccccc2)n1
8. Cc1ccccc1Cn1c(=N)n(CC(=O)c2ccc([N+](=O)[O-])cc2)c2ccccc21
screen / no.,1,2,3,4,5,6,7,8
Cneo AK release,/,/,/,/,/,/,/,/
FN deposit inh,/,/,/,5,4,0,-3,8
LGR2 antag,17,-12,-10,/,/,/,/,/
EWS-Fli block,/,/,/,9,5,64*,6,2
PAX8 reporter,-23,-14,-15,/,/,/,/,/
Casp6 inh,-3,2,2,2,-1,4,-3,1
PGC1a acetyl inh,/,/,/,/,/,/,/,/

9. CCOCCn1c(=NC(=O)c2cc3ccccc3oc2=O)sc2cc(S(N)(=O)=O)ccc21
10. Cc1ccc(C(=O)NC(=C(Cl)Cl)S(=O)(=O)c2ccc(C)cc2)cc1
11. N#C[C@@H]1[C@H](c2ccc(C3=CCCCC3)cc2)[C@H](CO)N1C(=O)NC1CCCC1
12. N#C[C@@H]1[C@H](c2ccc(-c3cccc(F)c3)cc2)[C@@H](CO)N1c1nc(-c2ccccc2)cs1
13. O=C(C1CCCC1)N1CC(=O)N2[C@H](CO)[C@@H](c3ccc(-c4ccccc4F)cc3)[C@@H]2C1
14. CCC(=O)N1CC2(C1)[C@@H](c1ccc(-c3ccccc3C)cc1)[C@H](CO)N2C(=O)CC
15. CN(C[C@H]1[C@@H](c2ccc(C3=CCCC3)cc2)[C@@H](CO)N1CCC(F)(F)F)S(C)(=O)=O
16. O=C(C[C@H]1C=C[C@H](NC(=O)c2cccnc2)[C@H](CO)O1)NCCN1CCCCC1
screen / no.,9,10,11,12,13,14,15,16
Cneo AK release,0,13,/,/,/,/,/,/
FN deposit inh,-3,5,3,4,12,-3,1,3
LGR2 antag,9,-5,11,-3,18,-15,10,7
EWS-Fli block,/,/,-1,0,-15,-4,1,/
PAX8 reporter,/,/,/,/,/,/,/,/
Casp6 inh,/,/,/,/,/,/,/,/
PGC1a acetyl inh,/,/,/,/,/,/,/,5

17. O=c1nc(N2CCCCC2)nc(Nc2ccccc2)[nH]1
18. CCCCCc1ccc(CC(=O)Nn2c(C)nc3ccccc3c2=O)cc1
19. O=C(C[C@@H]1C=C[C@H](NC(=O)c2cccnc2)[C@@H](CO)O1)NCCN1CCCCC1
20. COc1ccccc1-c1cn(CC[C@H]2CC[C@@H](NC(=O)c3cnccn3)[C@H](CO)O2)nn1
21. Cc1ccccc1N=C(NOCc1ccc(Cl)cc1Cl)c1nonc1N
22. CCOc1cc(C(=S)N2CCOCC2)ccc1OS(=O)(=O)c1ccc(NC(C)=O)cc1
23. O=C(C[C@H]1CC[C@H](NC(=O)Nc2ccc3c(c2)OCO3)[C@H](CO)O1)NCCCN1CCOCC1
24. NCC[C@@H]1CC[C@@H](NC(=O)c2ccccc2F)[C@@H](CO)O1
screen / no.,17,18,19,20,21,22,23,24
Cneo AK release,/,/,/,/,/,/,/,/
FN deposit inh,2,1,20,8,-2,-7,-8,10&14
LGR2 antag,8,12,-20,6,12,12,10,6
EWS-Fli block,/,/,/,/,/,/,/,/
PAX8 reporter,/,/,/,/,/,/,/,/
Casp6 inh,/,/,/,/,/,/,/,/
PGC1a acetyl inh,4,5,5,2,-24,10,-4,9

# Entries of single compounds as entered above.
# `CNC[C@@H]1OCCCC[C@@H](C)Oc2ccc(N(C)C)cc2C(=O)N([C@@H](C)CO)C[C@H]1C` as listed: Cneo AK release: /; FN deposit inh: /; LGR2 antag: -12; EWS-Fli block: /; PAX8 reporter: -14; Casp6 inh: 2; PGC1a acetyl inh: /
# `CCCCCc1ccc(CC(=O)Nn2c(C)nc3ccccc3c2=O)cc1` as listed: Cneo AK release: /; FN deposit inh: 1; LGR2 antag: 12; EWS-Fli block: /; PAX8 reporter: /; Casp6 inh: /; PGC1a acetyl inh: 5
# `CCN=C1NN=C(c2cc(C)n(Cc3ccco3)c2C)CS1` as listed: Cneo AK release: /; FN deposit inh: 0; LGR2 antag: /; EWS-Fli block: 64*; PAX8 reporter: /; Casp6 inh: 4; PGC1a acetyl inh: /

# The listing continues.
25. O=C(Cc1cccnc1)N[C@H]1CC[C@@H](CCNS(=O)(=O)c2ccccc2Cl)O[C@@H]1CO
26. CCOC(=O)Cc1cc(-c2ccc(O)cc2)nc2ccc3ccccc3c12
27. Cc1ccc(S(=O)(=O)N2CCCOC2CNC(=O)C(=O)NCc2cccnc2)cc1 (stereo not drawn)
28. O=C(NCc1ccncc1)C(=O)NCC1OCCCN1S(=O)(=O)c1ccccc1 (stereo not drawn)
29. Cc1ccsc1/C=N\NC(=O)Cn1nnc2ccccc21
30. O=C(O)c1cc(NS(=O)(=O)c2ccc(N3CCOCC3)c([N+](=O)[O-])c2)cc(C(=O)O)c1
31. CC1Oc2ccccc2C=C1/C=N/NC(=O)c1ccccc1O (stereo not drawn)
32. Cc1ccc(C(=O)/C=C\Nc2ccc(C)c(C)c2)cc1
screen / no.,25,26,27,28,29,30,31,32
Cneo AK release,/,/,/,/,/,/,/,/
FN deposit inh,-3,1,4,-4,4,10,0,-1
LGR2 antag,-7,11,8,14,-30,0,-28,-24
EWS-Fli block,/,/,/,/,/,/,/,/
PAX8 reporter,/,/,11,-1,9,-3,-27,-159
Casp6 inh,/,/,/,/,/,/,/,/
PGC1a acetyl inh,-1,-10,/,/,/,/,/,/

33. O=C(O)CSC1=NC(=Nc2ccc(Cl)cc2)C2(CCCCC2)N1c1cccc(C(=O)O)c1
34. Cc1ccnc(NC(=S)NC(=O)c2ccco2)c1
35. CCC(=O)OCCNc1cc(Sc2nc3ccccc3[nH]2)c2nonc2c1[N+](=O)[O-]
36. O=C(CSc1ccc(-c2nc3ccccc3[nH]2)cn1)Nc1ccc(S(=O)(=O)N2CCCC2)cc1
37. O=C(CN1CCN(Cc2ccc(Cl)cc2)CC1)N/N=C/c1ccncc1
38. CNC(=S)N1N=C(c2ccc(Br)cc2)CC1c1ccc(OC)cc1 (stereo not drawn)
39. CCN(Cc1ccccc1)C(=O)COC(=O)CNS(=O)(=O)c1ccc(C)cc1
40. OCCNCc1cc(Br)ccc1OCc1ccccc1Cl
screen / no.,33,34,35,36,37,38,39,40
Cneo AK release,/,/,/,/,/,/,/,/
FN deposit inh,6,3,10,-6,2,4,2,1
LGR2 antag,17,-45,7,-29,5,-14,10,14
EWS-Fli block,/,/,/,/,/,/,/,/
PAX8 reporter,9,-253,45,-6,-2,-16,11,0
Casp6 inh,/,/,/,/,/,/,/,/
PGC1a acetyl inh,/,/,/,/,/,/,/,/

41. COC(=O)c1ccc(COc2cccc3c2CCN(Cc2ccccc2)C3=O)o1
42. O=[N+]([O-])c1cccc(S(=O)(=O)N2CCCC2)c1
43. O=C(CN1C2=NCCCN2c2ccccc21)c1cccc(Br)c1
44. O=S(=O)(NCCC(c1ccc(F)cc1)c1ccco1)c1ccccc1 (stereo not drawn)
45. Cc1ccc(/C=C2\SC(N3CCN(C(c4ccccc4)c4ccccc4)CC3)=NC2=O)o1
46. C/C(CC(=O)Nc1ccccn1)=N\NC(=O)c1ccc(C)cc1
47. Cc1ccc(NC(=S)N2CCN(C(=O)C3CCCO3)CC2)cc1 (stereo not drawn)
48. CCOc1cc(C(=O)Nc2ccc(F)cc2)cc(Br)c1OC
screen / no.,41,42,43,44,45,46,47,48
Cneo AK release,/,/,/,/,/,/,/,/
FN deposit inh,4,-2,13,-7,1,8,-2,-5
LGR2 antag,11,-1,-4,6,4,0,13,-4
EWS-Fli block,/,/,/,/,/,/,/,/
PAX8 reporter,2,-12,19,12,-4,-35,-7,-13
Casp6 inh,/,/,/,/,/,/,/,/
PGC1a acetyl inh,/,/,/,/,/,/,/,/

49. COc1ccc(-n2c(SCc3ccc([N+](=O)[O-])cc3)nnc2-c2ccccc2)cc1
50. O=C(O)c1cc([N+](=O)[O-])ccc1N1CCCCC1
51. Cc1[nH]c2ccccc2c1C(=O)COC(=O)Cn1c(C)nc2ccccc21
52. CCCCNC(=S)NNC(=O)c1csc(C)c1CC
53. Cc1cccc(N/N=C(\C(N)=O)C2=NC(C)(C)Cc3ccccc32)c1
54. CCOC(=O)C1(C(F)(F)F)N=C(C(F)(F)F)Nc2ccc(F)cc21 (stereo not drawn)
55. O=[N+]([O-])c1ccc(/C=N/NC(=S)Nc2ccccc2)o1
56. CCCCC1C2=C(CC(C)(C)CC2=O)OC2=C1C(=O)CC(C)(C)C2
screen / no.,49,50,51,52,53,54,55,56
Cneo AK release,/,/,/,/,/,/,/,/
FN deposit inh,0,-1,-1,2,10,-7,-6,-9
LGR2 antag,-23,-9,4,9,28,23,-1,8
EWS-Fli block,/,/,/,/,/,/,/,/
PAX8 reporter,27,13,-15,10,27,8,-13,1
Casp6 inh,/,/,/,/,/,/,/,/
PGC1a acetyl inh,/,/,/,/,/,/,/,/

57. COc1ccc(N2C(S)=C(C#N)C(=O)NC2c2ccco2)cc1 (stereo not drawn)
58. Cc1ccc(S(=O)(=O)NCCNC(=O)c2nonc2N)cc1
59. O=C(CCN1C(=O)c2ccccc2C1=O)NNC(=O)c1ccc(Cl)cc1Cl
60. O=C(Nc1ccc(O)c(-c2nc3ccccc3o2)c1)C1(c2ccc(Cl)cc2)CCCC1
61. Cc1ccc(/C=C/C(=O)N2CCN(Cc3ccccc3)CC2)o1
62. COc1ccc2nc(Nc3nc4cc5c(cc4s3)OCO5)sc2c1
63. O=C(CO/N=C1\CCCc2nonc21)Nc1ccc(Br)cc1
64. Cc1c(Cc2ccccc2)c(=O)oc2cc(OCC(=O)c3ccccc3)ccc12
screen / no.,57,58,59,60,61,62,63,64
Cneo AK release,/,/,/,/,/,/,/,/
FN deposit inh,9,0,5,13,-4,-3,-3,7
LGR2 antag,-7,3,-3,-7,-8,-45,-9,13
EWS-Fli block,/,/,/,/,/,/,/,/
PAX8 reporter,3,7,-8,15,-4,-51,17,8
Casp6 inh,/,/,/,/,/,/,/,/
PGC1a acetyl inh,/,/,/,/,/,/,/,/

65. CCOc1ccc2nc(/N=C/c3nc(-c4ccc(Br)cc4)oc3O)sc2c1
66. CCCC/S(C)=N/S(=O)(=O)c1ccc(C)cc1 (stereo not drawn)
67. COC(=O)c1ccc(NC(c2ccc(Cl)cc2)P(=O)(OC)OC)cc1 (stereo not drawn)
68. CC1CCCN(S(=O)(=O)c2ccc(S(=O)(=O)N3CCC4(CC3)OCCO4)cc2)C1 (stereo not drawn)
69. O=C(Nc1ccn(-c2ccccc2)n1)c1ccc(Cl)cc1
70. COc1ccc(OC)c(Nc2ncnc3sc(-c4ccccc4)cc23)c1
71. O=c1c(Cl)c(N/N=C/c2ccc(Cl)cc2)cnn1-c1ccccc1
72. CCCOC(=O)c1ccc(N2C(=O)c3ccccc3C2=O)cc1
screen / no.,65,66,67,68,69,70,71,72
Cneo AK release,/,/,/,/,/,/,/,/
FN deposit inh,2,-2,-8,-8,-2,5,-3,7
LGR2 antag,-15,-2,-11,-12,-56,15,4,-5
EWS-Fli block,/,/,/,/,/,/,/,/
PAX8 reporter,-15,18,-44,-6,-17,19,-95,-4
Casp6 inh,/,/,/,/,/,/,/,/
PGC1a acetyl inh,/,/,/,/,/,/,/,/

# Source: PubChem BioAssay
